From PubChem BioAssay
CYP2C9 inh – inhibitors of human CYP2C9; P11712; CYP2C9 Supersomes, luciferin-H conversion, luminescence; inhibition, % at 5 µM; hit rate 20% among 96,000; AID 777;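 active = blocking of liver enzyme CYP2C9 beyond about 50% at 5 µM, limit read from the data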; also: values of inactives mirror those of a sister screen read the other way
PTK2B oligo ant – Pyk2 (human) oligomerization antagonism; Q14289; Q293 cells, Pyk2 FERM NanoBiT luminescence; active compounds read low; z-score (the deposit names both 25 µM and 10 µM); hit rate 0.83% among 99,000; AID 1347419;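 active = Z-score of -3 or lower, scaled per plate to the spread of control and sample wells; inactive = z-score above -3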;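 also: negative z-score means lost luminescence so less FERM oligomerization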
Target sequence (Q14289 whole entry, looked up): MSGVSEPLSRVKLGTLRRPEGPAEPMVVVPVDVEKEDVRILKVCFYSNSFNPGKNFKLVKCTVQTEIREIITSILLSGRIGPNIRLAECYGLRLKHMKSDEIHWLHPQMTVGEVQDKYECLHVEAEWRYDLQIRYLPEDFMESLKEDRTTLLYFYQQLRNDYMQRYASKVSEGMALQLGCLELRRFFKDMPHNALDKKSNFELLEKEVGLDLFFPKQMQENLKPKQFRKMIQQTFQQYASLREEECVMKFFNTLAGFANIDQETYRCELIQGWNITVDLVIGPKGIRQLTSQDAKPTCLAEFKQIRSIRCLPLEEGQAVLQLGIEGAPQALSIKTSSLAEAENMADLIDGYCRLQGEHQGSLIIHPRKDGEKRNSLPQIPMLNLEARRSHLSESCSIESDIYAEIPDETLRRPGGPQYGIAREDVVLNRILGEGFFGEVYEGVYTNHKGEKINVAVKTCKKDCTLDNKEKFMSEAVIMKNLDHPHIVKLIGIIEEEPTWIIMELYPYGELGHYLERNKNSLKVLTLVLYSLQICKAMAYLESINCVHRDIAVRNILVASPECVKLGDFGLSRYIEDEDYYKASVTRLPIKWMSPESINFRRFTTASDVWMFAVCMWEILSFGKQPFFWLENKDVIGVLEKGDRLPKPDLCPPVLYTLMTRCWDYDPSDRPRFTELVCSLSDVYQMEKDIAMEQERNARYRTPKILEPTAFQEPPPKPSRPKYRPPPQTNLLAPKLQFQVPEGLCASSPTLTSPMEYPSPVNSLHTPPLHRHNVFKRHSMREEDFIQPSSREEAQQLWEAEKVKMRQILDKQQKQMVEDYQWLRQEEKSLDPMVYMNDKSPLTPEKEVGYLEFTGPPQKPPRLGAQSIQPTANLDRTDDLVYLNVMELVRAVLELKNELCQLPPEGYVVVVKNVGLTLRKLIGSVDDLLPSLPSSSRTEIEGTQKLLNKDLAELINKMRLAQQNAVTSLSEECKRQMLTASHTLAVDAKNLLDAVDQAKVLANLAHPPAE
Ecoli WT expand – blocks growth of wild type E. coli BW25113; OD600 absorbance; growth inhibition, % at 100 µM; hit rate 0.15% among 98,000; AID 710;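 active = growth inhibition above about 50% at one test dose, limit read from the data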;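 also: growth measured after 20 h incubation at 37 °C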
CYP2C19 act – increases human CYP2C19 enzyme activity; AID 1025; 96,000 tested, under 10 active; activation factor at 5 µM; P33261; recombinant CYP2C19, luciferin-H EGE luminescence; active compounds read high; 0 = fully inhibited enzyme, 1 = untreated enzyme;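 active = activation factor of at least 2 at 5 µM in the primary screen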;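 also: 0 = wells with 2.5 mM tranylcypromine and 1 = vehicle-only wells; values of inactives mirror those of a sister screen read the other way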
PLAP activator – activates human placental alkaline phosphatase; P05187; purified PLAP enzyme, luminescent substrate read-out; active compounds read high; activation fold at 20 µM; hit rate 1.2% among 96,000; in the data active = activation fold above about 2
CYP2C9 activ – activators of human CYP2C9; recombinant CYP2C9, luciferin-H conversion, luminescence; active compounds read high; factor 1 = untreated enzyme, 0 = blocked; activation factor at 5 µM; hit rate 1.4% among 96,000; AID 1024;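 active = activation factor of 2 or more for CYP2C9 at a 5 µM dose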;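 also: 0 = sulfaphenazole-blocked wells and 1 = vehicle-only wells; values of inactives mirror those of a sister screen read the other way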
CYP2C19 inh – blocks human cytochrome P450 2C19; hit rate 21% among 96,000; AID 778; P33261; inhibition, % at 5 µM; CYP2C19 Supersomes, luciferin-H EGE luminescence, 30 min;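 active = CYP2C19 inhibition above a set limit at 5 µM in the primary screen, cut at about 50% in these data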;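 also: plate controls were negative control wells for no effect and 2.5 mM tranylcypromine positive control for full effect; values of inactives mirror those of a sister screen read the other way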
PostGolgi yeast – growth inhibition of a yeast mutant, post-Golgi transport screen. post-Golgi transport phenotypic cell assay. inhibition, % at 10 µM. hit rate 0.9% among 98,000. AID 739; in the data active = inhibition above about 30%;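 also: yeast cells grown in 1536-well plates; yeast grown about 18 h at 30C before absorbance read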
EphB4 ephrin blk – antagonists of human EphB4-ephrin-B2 interaction; P54760; EphB4 LBD / TNYL-RAW-Alexa532 peptide, fluorescence polarization; inhibition, % at 7 µM; hit rate 0.15% among 97,000; AID 720;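 active = inhibition above the screen-wide mean inhibition plus 3 SD, cut at about 15% in these data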;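 also: 0% = DMSO wells and 100% = excess unlabeled TNYL-RAW peptide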
Numbers without * were called inactive; x = not tested or not shown.

Results follow in this order: PostGolgi yeast | CYP2C19 act | PLAP activator | CYP2C19 inh | Ecoli WT expand | PTK2B oligo ant | EphB4 ephrin blk | CYP2C9 activ | CYP2C9 inh
COc1ccccc1CNC(=O)C1CCC(CNc2c(N3CCOCC3)c(=O)c2=O)CC1 (stereo not drawn)
 : 8 | 1 | 1.1 | -3 | 4 | x | -1 | 0.9 | 8
CC1(C)CC(NC(=O)CCc2ccccc2)CC(C)(C)N1
 : -5 | 1 | 0.9 | 2 | 2 | 0.73 | 6 | 0.9 | 7
C=CCc1cccc(/C=N/c2ncn[nH]2)c1O
 : -9 | 1.2 | 0.9 | -18 | 7 | -0.06 | 4 | 1.2 | -21
COc1cc2c(cc1OC)CN(S(=O)(=O)c1ccc3c(c1)OCCO3)CC2
 : -1 | 0.1 | 1.6 | 95* | -4 | -1.2 | 5 | 0.7 | 32
COc1ccccc1N1CCN(Cc2ccc(OC)c(OC)c2OC)CC1
 : 19 | 1 | 1.6 | 4 | 6 | 0.94 | -7 | 1.5 | -50
CCO/C(C)=N/n1c2nc3ccccc3nc2c2c(=O)n(C3CCCC3)c(C)nc21
 : 1 | 0.9 | 1.3 | 9 | 1 | 0.27 | -6 | 0.6 | 38
O=C(O)CCCCNS(=O)(=O)c1ccc(Cl)c(C(F)(F)F)c1
 : 0 | 0.9 | 1 | 14 | 2 | 0.48 | 0 | 1 | 1
CCn1c(SCC(=O)N2CCCCC2C)nc2ccsc2c1=O (stereo not drawn)
 : 7 | 0.9 | 1 | 12 | 4 | -1 | -7 | 0.7 | 28
Cc1sc(NC(=O)c2ccco2)c(C(c2ccncc2)N2CCOCC2)c1C (stereo not drawn)
 : -4 | 0.3 | 1 | 67* | 0 | 0.79 | 2 | 0.2 | 81*
Cc1nn(-c2ccccc2)c2c1P(=O)(O)/C(=C1\N(C)c3ccccc3C1(C)C)C=N2
 : 7 | 1 | 1.3 | 3 | -5 | -0.59 | 8 | 1 | 3
O=C(CSCC(=O)N1CCCCC1)Nc1nc(-c2ccc(Cl)s2)cs1
 : 32* | 0.4 | 1.3 | 58* | -22 | x | 10 | 0.5 | 47
Cc1ccc(OCCCC(=O)Nc2ccc3c(c2)OCO3)cc1
 : -4 | 1 | 0.9 | 5 | 6 | 0.66 | 10 | 0.8 | 15
COC(c1ccccc1)c1c(-c2ccccc2)nn(C)c1Cl (stereo not drawn)
 : 15 | 0.1 | 1.2 | 94* | 1 | 1.4 | 8 | 0.3 | 71*
Cc1nn(-c2ccccc2)c(Cl)c1C(=O)OC(C)C(=O)NC(=O)NC1CCCCC1 (stereo not drawn)
 : 5 | 0.6 | 1.5 | 39 | -9 | -4.2* | 3 | 0.5 | 55*
O=C(Nc1cc2c(oc1=O)CCCC2=O)c1cccc(Cl)c1
 : -1 | 1 | 0.9 | -1 | 1 | 1.2 | -4 | 0.8 | 16
C=CCOc1ccc(NC(=O)C2CC(=O)N(C(C)C)C2)cc1 (stereo not drawn)
 : -5 | 1.2 | 1.2 | -20 | -4 | -0.12 | -6 | 1.3 | -26
CCOC(=O)CCCOC(=O)c1ccc(S(=O)(=O)N(C)C)cc1
 : -4 | x | x | x | -3 | 0.04 | 1 | x | x
CC(C)c1ccc(/C=C/C(=O)NC2=NCCS2)cc1
 : 3 | 0.9 | 1 | 10 | -6 | x | 0 | 1.1 | -6
Cn1c(NC(=O)c2cccc(Cn3cc(Cl)cn3)c2)nc2ccccc21
 : -3 | 1 | 1.1 | 2 | -12 | -0.59 | 2 | 1 | -3
C=CCNC(=O)CC(=O)N/N=C/c1ccccc1F
 : -5 | 0.8 | 0.8 | 25 | 5 | -0.18 | 1 | 0.1 | 89*
CCn1c(SCC(=O)N2CCC(C)CC2)nnc1-c1ccc(S(=O)(=O)N2CCN(C)CC2)cc1
 : -4 | 0.9 | 1.6 | 12 | 2 | 0.56 | -3 | 0.9 | 12
Cc1cc(NC(=O)COC(=O)C2CCN(C(=O)c3ccc(Cl)cc3)CC2)no1
 : -2 | 0.9 | 0.8 | 14 | 6 | -0.77 | 13 | 0.8 | 25
Nc1nnnn1/N=C/c1cccs1
 : 3 | 1 | 0.9 | 2 | 1 | 0.66 | -1 | 1 | -2
COc1ccccc1NC(=O)C1CCCCN1S(=O)(=O)c1ccc(F)cc1 (stereo not drawn)
 : -11 | 0.6 | 0.9 | 41 | -9 | -0.52 | 6 | 2.7* | -169
N#CC(c1ccc(Cl)cc1)(c1ncc(C(F)(F)F)cc1Cl)N1CCOCC1 (stereo not drawn)
 : 14 | 0.9 | 1.3 | 12 | 0 | -0.55 | 6 | 0.8 | 15
O=C1CCCN1CC(O)CS(=O)(=O)c1ccccc1 (stereo not drawn)
 : -14 | 0.7 | 0.9 | 25 | 6 | 0.96 | 6 | 1.1 | -10
Cc1ccsc1C(=O)OCC(=O)NCC1CCCO1 (stereo not drawn)
 : 0 | 0.9 | 0.9 | 12 | 3 | 0.03 | x | 1.2 | -17
c1ccc(CCNc2nc(-c3cccnc3)cs2)cc1
 : -1 | 0.1 | 0.9 | 92* | 7 | 0.19 | 1 | 0.4 | 59*
Cc1ccc(S(=O)(=O)Nc2ccccc2-c2ccccc2)cc1
 : 8 | 0.4 | 0.9 | 58* | -1 | 0.07 | -7 | 0.5 | 49
c1csc(-c2nnc3ccccn23)c1
 : -4 | 0.8 | 0.9 | 18 | 7 | -0.35 | -1 | 1.1 | -10

More compounds follow.
Results follow in this order: PostGolgi yeast | CYP2C19 act | PLAP activator | CYP2C19 inh | Ecoli WT expand | PTK2B oligo ant | EphB4 ephrin blk | CYP2C9 activ | CYP2C9 inh
O=S(=O)(c1ccc2ccccc2c1)N1CCCOC1
 : 17 | 0.5 | 0.9 | 49 | -1 | 0.97 | -3 | 3.5* | -254
O=C(CSc1nnc(-c2ccco2)n1CC1CCCO1)N1CCCCC1 (stereo not drawn)
 : -3 | 0.5 | 0.9 | 52* | 2 | 1.7 | 5 | 1.3 | -25
COC(=O)c1sc(=S)n(-c2cccc(Cl)c2)c1N
 : 2 | 0.9 | 1 | 14 | -8 | 0.64 | 5 | 0.9 | 9
COC(=O)c1sccc1N/N=C(\C)c1ccc(F)c(Cl)c1
 : 7 | 1 | 1 | 0 | 0 | 0.59 | -5 | 0.9 | 9
Cc1cc(C)c2cc(CN(CCO)Cc3nnnn3Cc3ccc(F)cc3)c(=O)[nH]c2c1
 : 10 | 0.6 | 1.1 | 40 | 4 | 0.49 | -4 | 0.7 | 25
Cc1cc(C#N)c(C)n1-c1cc(S(=O)(=O)N2CCOCC2)ccc1N1CCCC1
 : 3 | 0.7 | 1.3 | 33 | -1 | -1.6 | 1 | 0.3 | 73*
Cc1ccc(N2CC(C(=O)NCc3cccs3)CC2=O)cc1 (stereo not drawn)
 : -3 | 0.9 | 0.9 | 13 | 3 | 1 | -5 | 1.1 | -14
CCOc1cc(C)c(Cl)cc1S(=O)(=O)NCc1ccco1
 : -3 | 0.8 | 1.1 | 16 | -2 | -0.67 | -8 | 2* | -103
CCOc1cnn(-c2cc(Oc3ccc(C)cc3)ncn2)c(=O)c1Cl
 : 5 | 0.7 | 1.5 | 27 | 1 | 0.09 | 3 | 0.8 | 19
C=CCNc1nc(Nc2ccc(OC)cc2OC)nc(OCC)n1
 : 17 | 0.9 | 1 | 14 | -1 | -1.1 | 3 | 0.8 | 18
O=C(NC1CCCC1)c1nc2c(nnn2Cc2cccc(Cl)c2)c(=O)[nH]1
 : -2 | 0.9 | 1.9 | 8 | 7 | -1.5 | x | 1 | 0
NC(=O)CN1CCCN(S(=O)(=O)c2ccc(Br)cc2)CC1
 : 6 | 0.9 | 1.2 | 15 | 2 | -0.49 | -5 | 1.2 | -16
O=C(NCCCn1ccnc1)c1cc2c(s1)CCCCC2
 : -21 | 0.1 | 1 | 93* | 4 | -0.02 | 8 | 0.3 | 73*
COc1ccc(-n2c(Cc3cccn3C)nnc2SCC(=O)NCCc2ccccc2)cc1
 : -3 | 0.7 | 1.7 | 34 | -5 | -0.2 | 0 | 0.3 | 73*
COc1ccc(OC)c(C2c3c(oc4ccccc4c3=O)C(=O)N2CCCN(C)C)c1 (stereo not drawn)
 : 14 | 0.9 | 1.5 | 11 | -8 | 0.8 | -9 | 0.8 | 24
Cc1ccc(NCC(=O)N/N=C/c2ccc(OC(=O)c3ccco3)cc2)cc1
 : 8 | 1 | 0.9 | 0 | -7 | -0.25 | 6 | 1 | -2
Cc1sc(NC(=O)c2cccs2)c(C(N)=O)c1C
 : 7 | 0.3 | 1 | 66* | -6 | -0.23 | 1 | 0.2 | 81*
CC(NC(=O)c1cccnc1)c1ccc2c(c1)OCO2 (stereo not drawn)
 : 4 | 0.6 | 1 | 41 | 0 | 0.24 | -3 | 0.9 | 13
O=C(CN(Cc1ccc(F)cc1)C(=O)Cn1nnc2ccccc21)NCC1CCCO1 (stereo not drawn)
 : 3 | x | x | x | 7 | 1.7 | 0 | x | x
N/C(=N\OC(=O)Cc1ccc(Cl)cc1)c1cccnc1
 : -1 | 1 | 1.1 | -4 | 19 | 0.03 | 0 | 1.1 | -12
CN(C)CCCOC(=O)c1cc2ccccc2o1
 : 0 | 1 | 1 | 2 | 0 | -0.24 | 1 | 1 | 5
O=C(C1=COCCO1)N1CCN(S(=O)(=O)c2cccc(Cl)c2Cl)CC1
 : -9 | 0.7 | 1.1 | 25 | -4 | 0.38 | -1 | 0.8 | 17
CCCCOc1ccc(-c2nnc(-c3ccco3)o2)cc1
 : 4 | 0.7 | 1.1 | 31 | -3 | -0.9 | 8 | 0.8 | 19
Cc1oc(-c2ccccc2Cl)nc1Cn1cccc1C1=NC(c2ccccc2)CO1 (stereo not drawn)
 : -10 | 0.6 | 0.9 | 43 | -22 | -0.04 | 2 | 0.3 | 75*
Cc1ccc(C2=NN(C)c3nc4ccccc4n3C2)cc1
 : -2 | 0.9 | 1.3 | 13 | -9 | -0.67 | -6 | 0.9 | 7
Cc1nc(Oc2ccccc2)c2oc3ccccc3c2n1
 : 3 | 0.4 | 1.1 | 57* | -6 | -0.03 | -1 | 0.8 | 20
CCOC(=O)CNC(=O)Cn1cnc2sc(C)c(S(=O)(=O)N3CCC(C)CC3)c2c1=O
 : 5 | x | x | x | -1 | 0.16 | -3 | x | x
Cc1ccc2c3c(c(SCC(=O)Nc4nonc4C)nc2c1)CCCC3
 : -6 | 0.9 | 1 | 5 | -13 | 0.84 | x | 1 | -3
CCSc1nc(N)c2c3c(sc2n1)CN(C)CC3
 : 5 | 0.8 | 1 | 19 | 10 | x | x | 1.2 | -19
CCOC(=O)C1CCCN(c2c(NCc3ccco3)c(=O)c2=O)C1 (stereo not drawn)
 : -10 | 1 | 1 | -1 | 3 | x | x | 0.9 | 5

The list continues.
Results follow in this order: PostGolgi yeast | CYP2C19 act | PLAP activator | CYP2C19 inh | Ecoli WT expand | PTK2B oligo ant | EphB4 ephrin blk | CYP2C9 activ | CYP2C9 inh
Cc1nn(CC(=O)Nc2ccc(Cl)cn2)c(C)c1[N+](=O)[O-]
 : 2 | 0.5 | 0.9 | 48 | 1 | -0.13 | 4 | 1.1 | -6
CCN1CCn2c1nc(N1CCOCC1)nc2=O
 : 3 | 1.1 | 1 | -8 | -2 | -1.3 | 4 | 1.1 | -8
COc1ccc(-c2cc(C(=O)NCc3ccc(Cl)cc3)no2)cc1OC
 : 5 | 1 | 1.1 | -4 | 4 | 0.1 | 6 | 1 | 5
CN(Cc1nc(-c2ccncc2)no1)S(=O)(=O)c1ccc(Br)cc1
 : -7 | 0.1 | 1.4 | 89* | -4 | 0.57 | -6 | 0.1 | 93*

PTK2B oligo ant, what is marked active above.
smiles	CYP2C19 act	PLAP activator	CYP2C19 inh	PTK2B oligo ant	EphB4 ephrin blk	CYP2C9 activ	CYP2C9 inh
Cc1nn(-c2ccccc2)c(Cl)c1C(=O)OC(C)C(=O)NC(=O)NC1CCCCC1 (stereo not drawn)	0.6	1.5	39	-4.2*	3	0.5	55*
